Source: PubChem
CHO-K1 Ca ag = counter-screen for M1 agonists: effect in parental CHO-K1 cells; Fluo-8 calcium fluorescence; scaled to maximal ATP response, vehicle zero; activation, % at 3 µM; actives 0.48% (n = 360,000); in the data active = activation above about 15%;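 note: untransfected CHO-K1 host cells lacking M1 receptor as counterscreen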
M1 PAM = human M1 muscarinic receptor positive allosteric modulators, primary screen, CHO-K1 cells, Fluo-8 calcium fluorescence, 1536-well. CHO-K1 hM1, ACh EC20; 0% = ACh EC20, 100% = maximal ACh. activation, % at 3 µM. actives 0.088% (n = 360,000). AID 588819, 2011; in the data active = activation above about 19%, passing the limit was not always enough
Target sequence (P11229 whole entry, looked up): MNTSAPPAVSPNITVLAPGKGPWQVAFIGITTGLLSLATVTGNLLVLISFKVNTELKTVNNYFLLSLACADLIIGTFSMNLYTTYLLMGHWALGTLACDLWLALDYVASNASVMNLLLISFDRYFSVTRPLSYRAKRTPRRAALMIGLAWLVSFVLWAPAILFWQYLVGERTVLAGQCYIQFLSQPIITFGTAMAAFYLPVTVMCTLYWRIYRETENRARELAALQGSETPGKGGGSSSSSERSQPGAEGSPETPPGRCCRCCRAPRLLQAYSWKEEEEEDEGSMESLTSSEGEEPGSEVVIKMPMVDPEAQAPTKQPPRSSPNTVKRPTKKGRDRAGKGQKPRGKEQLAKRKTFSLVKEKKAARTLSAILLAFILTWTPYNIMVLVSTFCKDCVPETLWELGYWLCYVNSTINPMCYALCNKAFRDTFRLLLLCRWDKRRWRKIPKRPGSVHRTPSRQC
TAAR1 antag = human TAAR1 antagonists, primary screen, Fluo-8 calcium fluorescence, CHO RD-HGA16 cells | antagonist | inhibition, % at 3 µM | actives 1.5% (n = 360,000) | AID 624466, 2012;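 active = inhibition above a per-plate cutoff, the mean inhibition of test compounds on that plate plus 3 SD, cut at about 49% in these data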;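 note: 0% = DMSO plus EC80 beta-PEA response and 100% = DMSO alone without agonist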
Target sequence (Q96RJ0 whole entry, looked up): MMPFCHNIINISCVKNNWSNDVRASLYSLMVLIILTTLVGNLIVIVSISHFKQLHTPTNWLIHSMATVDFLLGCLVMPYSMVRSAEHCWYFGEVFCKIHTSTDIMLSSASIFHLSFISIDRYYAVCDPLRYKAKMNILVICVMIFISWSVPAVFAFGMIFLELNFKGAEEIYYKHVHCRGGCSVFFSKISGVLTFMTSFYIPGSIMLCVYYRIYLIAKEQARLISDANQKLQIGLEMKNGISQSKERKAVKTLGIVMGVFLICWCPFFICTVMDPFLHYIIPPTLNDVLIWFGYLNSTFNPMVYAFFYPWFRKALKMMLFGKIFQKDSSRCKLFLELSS
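test system = CHO RD-HGA16 cells bearing hTAAR1 | replication = singlicate | controls = DMSO-only wells and EC80 β-PEA-stimulated wells | reagent = EC80 β-phenethylamine stimulus | read-out basis = percent inhibition of PEA-evoked calcium signal, max/basal emission ratio | schedule = seeding 17-24 h prior, 75-min 37 °C, 30-min RT dye loading | signal = kinetic Fluo-8 calcium fluorescence measurement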
CHO-K1 Ca antag = counter-screen for M1 antagonists: effect in parental CHO-K1 cells; ATP-induced calcium, Fluo-8 fluorescence; inhibition, % at 3 µM; actives 0.6% (n = 360,000);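 active = inhibition above a per-plate cutoff, the plate's mean sample inhibition plus 3 SD, cut at about 24% in these data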;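 note: 0% = DMSO plus EC80 ATP and 100% = DMSO alone without ATP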
CHRM1 agonist = human M1 muscarinic receptor agonists, primary screen, Fluo-8 calcium fluorescence, CHO-K1 cells, HTS. CHO-K1 hM1, agonist mode; 0% DMSO, 100% acetylcholine EC100. actives 0.33% (n = 360,000). Muscarinic acetylcholine receptor M1 (Homo sapiens), P11229. activation, % at 3 µM;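 active = activation above the run's mean compound activation plus 3 SD, cut at about 16% in these data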;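 note: peak over basal fluorescence ratio within a 140 s kinetic read after compound addition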
TAAR1 ag = human TAAR1 agonists, primary screen, Fluo-8 calcium fluorescence, CHO RD-HGA16 cells; Trace amine-associated receptor 1 (Homo sapiens), Q96RJ0; vehicle wells 0%, saturating PEA agonist 100%; activation, % at 3 µM; actives 0.99% (n = 360,000);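 active = activation above the mean activation of all test compounds in the run plus 3 SD, cut at about 38% in these data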
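Benchmarks: low control DMSO, high control PEA (EC100); System: CHO RD-HGA16 cells carrying human TAAR1 plus Gα16; Detection: Fluo-8 fluorescence, 5 s baseline then 140 s kinetic read; Schedule: 17-24 h plating, Fluo-8 75 min 37 °C, 30 min RT; Read-out basis: % activation from peak over basal fluorescence ratio, DMSO-to-PEA scaled.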
M1 antag = human M1 muscarinic receptor antagonists, primary screen, CHO-K1 cells, Fluo-8 calcium fluorescence, 1536-well; CHO-K1 hM1, ACh EC80 antagonist; actives 1.3% (n = 360,000); Muscarinic acetylcholine receptor M1 (Homo sapiens), P11229; AID 588852, 2011; inhibition, % at 3 µM;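 active = percent inhibition above its own plate's cutoff, namely the mean of that plate's compound wells plus 3 SD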;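 note: peak over basal fluorescence ratio during 140 s after agonist addition; 0% = ACh EC80 plus DMSO and 100% = DMSO alone without agonist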
CHO parental Ca = ATP-evoked calcium signal inhibitors, parental CHO, primary screen, counter-screen for OX1R antagonist project, cell-based, fluorescence, Fluo-8 calcium dye; parental CHO-K1, ATP-induced calcium, Fluo-8 fluorescence; inhibition, % at 5.6 µM; actives 0.63% (n = 330,000);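 active = inhibition above that plate's mean sample inhibition plus 3 SD, cut at about 26% in these data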;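 note: 0% = ATP-challenged DMSO wells and 100% = DMSO wells without ATP; some compounds past the cut are filed as inactive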
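Assay system: parental CHO cells; Read-out basis: percent inhibition of ATP-evoked calcium rise, normalized to controls; Benchmarks: ATP and no-ATP DMSO wells; Compound dosing: single nominal dose of 5.6 µM per compound; Signal: Fluo-8 calcium dye fluorescence; Also added: ATP as calcium-mobilizing challenge; Repeats: singlicate.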
M1 PAM parental = nonselective calcium activators in parental CHO-K1 cells, primary screen, counter-screen for M1 PAM project, cell-based, Fluo-8 calcium fluorescence, full deck, 1536-well | ATP EC20; 0% at ATP EC20, 100% at ATP max | activation, % at 3 µM | actives 0.02% (n = 360,000) | AID 602247, 2012;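 active = activation above the run cutoff, the mean activation of all test compounds plus 3 SD, cut at about 40% in these data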;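 note: peak over basal fluorescence ratio in a 140 s read after ATP addition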
Starred values were filed as active, the others as inactive; . = not tested or not shown.

SMILES	CHO-K1 Ca ag	M1 PAM	TAAR1 antag	CHO-K1 Ca antag	CHRM1 agonist	TAAR1 ag	M1 antag	CHO parental Ca	M1 PAM parental
Cc1noc(C)c1COC(=O)c1cc(=O)[nH]c2ccccc12	0.6	3	5	-7	-5	11	-28	-21	15
O=C(Nc1ccc2c(c1)OCO2)NC1CCN(Cc2ccccc2)CC1	0.0	7	.	1	-8	.	0	-9	3
NC(=O)c1ccsc1NC(=O)COC(=O)/C=C/c1ccc([N+](=O)[O-])cc1	12	-8	36	-3	2	8	7	-5	1
CCOC(=O)c1ccccc1NC(=O)Cn1cnc2c(oc3ccccc32)c1=O	-0.2	-1	-5	-2	-3	0	4	-28	-1
CC(C)(C)C(=O)Nc1ccc(-c2nc3ccccc3c(=O)o2)cc1	-0.9	-3	-13	20	-1	3	3	-3	-10
COc1cc(C(=O)NCCOc2ccccc2C)cc(OC)c1OC	1.8	1	-3	-10	-1	1	-13	-28	14
CC1(C(=O)NS(=O)(=O)Cc2ccccc2)CCN1C(=O)Cc1ccccc1Cl (stereo unspecified)	-0.2	-6	-14	10	-1	1	9	.	-10
COc1ccc(C)cc1NC(=O)CCNS(=O)(=O)c1cccc(C(F)(F)F)c1	2.4	3	-6	-1	2	-5	6	-19	-3
CCOc1nc(OCC)c2[nH]c(C(=O)O)c(Br)c2n1	0.5	10	-19	-11	-1	1	-10	.	12
CCc1cc(=O)oc2cc(OCC(=O)O)c(Cl)cc12	0.1	11	-22	-5	-2	4	-17	-4	6

Some of the entries above, reformatted:
SMILES | CHO-K1 Ca ag | M1 PAM | TAAR1 antag | CHO-K1 Ca antag | CHRM1 agonist | TAAR1 ag | M1 antag | CHO parental Ca | M1 PAM parental
Cc1noc(C)c1COC(=O)c1cc(=O)[nH]c2ccccc12 | 0.6 | 3 | 5 | -7 | -5 | 11 | -28 | -21 | 15
O=C(Nc1ccc2c(c1)OCO2)NC1CCN(Cc2ccccc2)CC1 | 0.0 | 7 | . | 1 | -8 | . | 0 | -9 | 3
NC(=O)c1ccsc1NC(=O)COC(=O)/C=C/c1ccc([N+](=O)[O-])cc1 | 12 | -8 | 36 | -3 | 2 | 8 | 7 | -5 | 1
CCOC(=O)c1ccccc1NC(=O)Cn1cnc2c(oc3ccccc32)c1=O | -0.2 | -1 | -5 | -2 | -3 | 0 | 4 | -28 | -1
CC(C)(C)C(=O)Nc1ccc(-c2nc3ccccc3c(=O)o2)cc1 | -0.9 | -3 | -13 | 20 | -1 | 3 | 3 | -3 | -10
COc1cc(C(=O)NCCOc2ccccc2C)cc(OC)c1OC | 1.8 | 1 | -3 | -10 | -1 | 1 | -13 | -28 | 14
CC1(C(=O)NS(=O)(=O)Cc2ccccc2)CCN1C(=O)Cc1ccccc1Cl (stereo unspecified) | -0.2 | -6 | -14 | 10 | -1 | 1 | 9 | . | -10
COc1ccc(C)cc1NC(=O)CCNS(=O)(=O)c1cccc(C(F)(F)F)c1 | 2.4 | 3 | -6 | -1 | 2 | -5 | 6 | -19 | -3
CCOc1nc(OCC)c2[nH]c(C(=O)O)c(Br)c2n1 | 0.5 | 10 | -19 | -11 | -1 | 1 | -10 | . | 12
CCc1cc(=O)oc2cc(OCC(=O)O)c(Cl)cc12 | 0.1 | 11 | -22 | -5 | -2 | 4 | -17 | -4 | 6

Going on with the list.
SMILES	CHO-K1 Ca ag	M1 PAM	TAAR1 antag	CHO-K1 Ca antag	CHRM1 agonist	TAAR1 ag	M1 antag	CHO parental Ca	M1 PAM parental
CCOc1cc(/C=N/N2CCOCC2)ccc1OCc1ccc(C(=O)OC)o1	0.2	3	-9	-6	-3	2	2	-10	10
COc1ccc(N2CCN(Cc3cc(=O)oc4cc(C)c(Cl)c(C)c34)CC2)cc1	-0.2	1	-5	-14	-3	10	-22	-18	18
O=C(COC(=O)CNC(=O)c1cccc(F)c1)NCCC1=CCCCC1	0.8	-1	-14	-4	-3	3	6	-21	1
O=C(NCC1CCCO1)C1CC(=O)N(c2ccc(Cl)cc2)C1 (stereo unspecified)	0.3	1	-19	-15	-4	4	2	-17	9
CC(NC(=O)NNC(N)=S)(C(F)(F)F)C(F)(F)F	0.8	7	-10	-10	-1	3	-7	-4	14
CN(c1ccccc1)c1nc(N)c([N+](=O)[O-])c(Nc2ccccc2F)n1	-0.7	3	8	7	-1	4	1	-44	-8
Cc1cccc(CCNC(=O)CC2C(=O)NCCN2Cc2ccccc2C)n1 (stereo unspecified)	1.0	-3	-21	-5	-4	36	-12	4	14
CC(C)CNC(=O)COC(=O)/C=C/c1ccccc1[N+](=O)[O-]	0.6	2	12	-10	-1	2	-2	-20	11
Cc1nn(Cc2c(Cl)cccc2Cl)c(C)c1NC(=O)c1cc(C(C)C)on1	0.1	10	-10	3	9	0	-5	91*	-4
O=C(NCCCN1CCOCC1)C1Nc2ccc(OC(F)(F)F)cc2C2C=CCC12 (stereo unspecified)	-0.4	1	-16	2	-7	1	-7	-9	-20
CCCNc1c(NS(=O)(=O)c2cccs2)c(=O)oc2ccccc12	1.3	8	-15	-17	-4	2	-4	-11	17
CC1=C(C(=O)N(C)C)CC(CC(=O)NCc2cccc3ccccc23)C(=O)N1CCCN1CCCC1=O (stereo unspecified)	0.2	24	-9	-4	6	2	-23	.	-10
CCCC(=O)N1CCN(c2ccc([N+](=O)[O-])c(NC(C)c3ccccc3)c2)CC1 (stereo unspecified)	-0.1	1	-26	-3	-7	11	-3	-26	19
COC(=O)c1cc(OC)c(OC)cc1NCC(=O)Nc1ccc(C)cc1	0.3	-1	-21	6	0	0	9	-10	-9
CC(C)(C)NC(=O)C(c1ccco1)N(Cc1ccc2c(c1)OCO2)C(=O)c1snc(C(N)=O)c1N (stereo unspecified)	2.8	-2	11	-4	-6	7	2	-22	-8
COc1ccc(OC)c(/C=C/C(=O)OCC(=O)N2CCCCC2)c1	0.4	-2	-20	-10	-3	5	-1	-13	12
O=C(Cc1ccc(NC(=O)C2CCCN(C(=O)C3CCCC3)C2)cc1)Nc1cccc(C(=O)N2CCCCC2)c1 (stereo unspecified)	0.6	8	-13	-9	-8	3	-10	.	25
CCOC1=NC(=C(c2ccccc2)c2ccccc2)OC1=O	1.9	2	-17	-10	-1	3	-8	.	16
Brc1cccc(CNCc2cccs2)c1	0.2	-3	10	7	-7	3	7	-6	-3
Cc1cccn2c(=O)c(C=Nc3ccccc3)c(NCCO)nc12	0.6	8	-21	-25	-7	5	-4	0	17
COc1ccc(NS(=O)(=O)c2cc(NC(=O)c3cccc(OCc4c(C)noc4C)c3)ccc2OC)cc1	1.9	2	16	-1	-7	0	5	-4	15
CC1CC(CCC(=O)NC(=S)Nc2ccc(S(N)(=O)=O)cc2)C(=O)O1 (stereo unspecified)	-0.3	-1	2	14	-5	3	-2	-10	-4
C[C@@H]1CN([C@@H](C)CO)C(=O)CCCn2cc(nn2)CO[C@H]1CN(C)C(=O)c1ccc2ccn(C)c2c1	0.5	10	-8	-1	-5	0	-27	.	16
COc1ccc(N2C(=O)CC(Sc3n[nH]c(-c4cccc(C)c4)n3)C2=O)cc1 (stereo unspecified)	-0.1	3	-8	0	-2	8	3	-14	-2
COc1cc2[nH]c(=O)n(CCC(=O)N3CCN(Cc4ccc5c(c4)OCO5)CC3)c(=O)c2cc1OC	0.9	0	5	-14	-8	0	4	-16	12
O=C(CN1CCC(NC(=O)c2ccc(Br)cc2)CC1)NCc1cccs1	0.8	7	7	-8	-8	2	-1	-7	19
Cc1cccc2c1CCCC2=O	0.0	12	-7	-15	0	2	-24	.	4
Cc1cccc(N2CCN(C(c3ccccc3)c3nnnn3C(C)(C)C)CC2)c1C (stereo unspecified)	1.4	1	6	-6	-1	0	7	-6	18
COc1ccc(N(CC(=O)NCc2ccco2)S(C)(=O)=O)c(OC)c1	0.3	7	-17	-19	-4	2	-7	-9	8
C[C@@H](OC(=O)c1[nH]cnc1C(=O)NCc1ccc(CNC(=O)OC(C)(C)C)cc1)c1ccccc1	0.0	-14	38	-10	-2	19	24	-3	-16
Cc1ccc2c(c1)N(CC(=O)N1CCC(O)CC1)C(=O)CO2	1.1	7	-24	-10	-2	3	-6	.	13
Fc1ccccc1COc1ccc(Br)cc1CNCc1ccncc1	3.3	3	75*	16	0	13	4	-22	-5
O=C(Nc1sc2c(c1C(=O)O)CCC2)c1ccc(F)cc1	1.0	11	4	-6	-8	-1	-2	-3	13
COc1ccc(CCC2=NCCN2C(CC(C)C)c2nc3ccccc3[nH]2)cc1 (stereo unspecified)	0.3	0	1	-17	-7	1	-19	.	23
CSCc1ccc(C(=O)NCCSc2ccc(Br)cc2)cc1	0.1	-2	18	1	-4	0	5	-16	-5
Cc1ccc(Cl)cc1NC(=O)C1CCCN1S(=O)(=O)c1ccc(-c2ccc(=O)[nH]n2)s1 (stereo unspecified)	2.0	-2	-18	-8	-4	1	0	-6	19
CCOc1ccc(-n2c(Cc3cc(=O)[nH]c(=O)[nH]3)nnc2SCC(N)=O)cc1	0.0	12	4	-5	-2	17	-3	-10	15
COc1ccc(NC(=O)CSc2c(C)n[nH]c2C)cc1	-0.3	5	13	-17	0	6	6	-8	-8
COc1ccc(Cl)cc1NC(=O)CN1c2ccccc2CC1C (stereo unspecified)	2.4	3	11	-24	-4	-1	-3	-1	19
O=C(NCCc1ccccc1)c1ccc2c(c1)S(=O)(=O)c1ccccc1C2=O	3.1	-1	52*	-16	-4	16	7	-19	5
COc1ccc(NC(=O)CC2SC(N3CCOCC3)=NC2=O)c(OC)c1 (stereo unspecified)	0.2	-5	-12	-5	-3	3	13	-2	-18
Cc1ccc(C)c(OCCC(=O)OCC(=O)NC(=O)NCc2ccccc2)c1	0.9	5	-20	3	-1	1	-2	-15	8
